Compound activity (PubChem)
PAX8 inh HTS – lowers PAX8-driven luciferase in RMG-I cells | RMG-I TPO-luciferase reporter, SteadyGlo, 24 h | inhibition, % at 12.6 µM | 360,000 compounds, 1.2% hits;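 active means mean replicate inhibition at least 60% with every replicate also reaching 60%; inconclusive means only one of the two criteria is met; inactive means mean below 60% and not all replicates reaching 60%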;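 further: luciferase light reporting Pax8 driven TPO promoter activity; plate controls were median of neutral control wells for no effect and mitoxantrone controls for full effect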
S100A4 MyoIIA – S100A4-myosin IIA interaction inhibition; P26447; S100A4/TAMRA-MyoIIA peptide fluorescence polarization; inhibition, % at 10.7 µM; 360,000 compounds, 0.14% hits; AID 652163;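 active means mean inhibition of at least 70% across replicates, with every replicate also reaching that level; inconclusive means mean inhibition reaches 70% but some replicates fall short; inactive means mean inhibition below 70%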
Target sequence (P26447 whole entry, looked up): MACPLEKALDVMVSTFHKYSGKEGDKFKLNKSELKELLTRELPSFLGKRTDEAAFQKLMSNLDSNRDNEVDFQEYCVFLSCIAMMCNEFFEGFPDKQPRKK
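incubation = readout 5 min after mixing, signal stable up to 60 min | system = S100A4 monomer protein | buffer or medium = HEPES pH 7.2 with CaCl2, KCl, NaCl, DTT, Triton | benchmarks = neutral control DMSO, positive control TFP | also added = fluorescent myosin IIA peptide, 5 nM | compound dosing = one concentration per compound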
LGR2 inh – Drosophila LGR2 receptor signaling inhibition | HEK293 LGR2, CRE-luciferase, bursicon-stimulated, 4 h | 380,000 compounds, 0.35% hits | inhibition, % at 9.99 µM | AID 720647;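 active means drop in luminescence signal, shown as inhibition above about 50% in the replicate tests, limit read from the data, passing the limit was not always enough; inconclusive means probably only some replicates passing the limit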;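 further: agonist challenge used bursicon conditioned medium at about half maximal strength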
ERAP1 inh – blocks human ERAP1 aminopeptidase activity | recombinant ERAP1, Leu-AMC fluorescence, 60 min | inhibition, % at 10.7 µM | 340,000 compounds, 0.15% hits | AID 652197;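 active means mean replicate inhibition of at least 30%, or all replicates individually reaching that 30% level; inactive means mean below 30% and not every replicate reaching it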;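 further: 0% = neutral control wells and 100% = L-leucinethiol positive control wells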
Target sequence (Q9NZ08 whole entry, looked up): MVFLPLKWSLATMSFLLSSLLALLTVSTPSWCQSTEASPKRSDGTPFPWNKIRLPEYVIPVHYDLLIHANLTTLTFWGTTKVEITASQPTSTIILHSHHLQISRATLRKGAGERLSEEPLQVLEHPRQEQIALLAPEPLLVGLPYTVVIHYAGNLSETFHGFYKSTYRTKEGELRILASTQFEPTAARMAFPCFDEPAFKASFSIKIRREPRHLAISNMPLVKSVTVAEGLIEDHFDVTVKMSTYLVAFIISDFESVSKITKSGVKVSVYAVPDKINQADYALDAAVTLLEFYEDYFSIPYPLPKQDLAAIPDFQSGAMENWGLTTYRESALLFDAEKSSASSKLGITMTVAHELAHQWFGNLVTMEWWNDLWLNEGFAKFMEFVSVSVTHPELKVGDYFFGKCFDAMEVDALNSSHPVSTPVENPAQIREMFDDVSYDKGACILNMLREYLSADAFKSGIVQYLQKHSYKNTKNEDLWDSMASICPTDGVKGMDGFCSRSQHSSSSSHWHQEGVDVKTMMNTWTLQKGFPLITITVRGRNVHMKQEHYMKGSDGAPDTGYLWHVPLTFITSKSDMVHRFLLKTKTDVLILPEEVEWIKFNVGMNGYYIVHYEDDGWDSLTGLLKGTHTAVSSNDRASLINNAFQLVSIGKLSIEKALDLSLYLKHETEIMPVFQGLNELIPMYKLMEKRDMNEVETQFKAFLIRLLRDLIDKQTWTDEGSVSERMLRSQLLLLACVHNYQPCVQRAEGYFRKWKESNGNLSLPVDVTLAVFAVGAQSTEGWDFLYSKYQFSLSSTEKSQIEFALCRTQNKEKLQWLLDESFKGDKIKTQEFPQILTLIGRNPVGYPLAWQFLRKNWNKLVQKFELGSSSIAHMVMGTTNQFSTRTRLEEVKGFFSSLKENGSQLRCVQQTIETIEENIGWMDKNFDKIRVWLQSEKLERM
EWS-Fli block – EWS/Fli transcriptional activity inhibition; A673 NR0B1-luciferase reporter, viability-normalised; inhibition, % at 12.6 µM; 350,000 compounds, 0.67% hits;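 active means mean inhibition of at least 50% after viability correction, with every replicate also passing that limit; inconclusive means mean reaches 50% but only one of two replicates passes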;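 further: firefly luciferase signal divided by Alamar Blue viability fluorescence both relative to DMSO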
PglD DTNB – inhibitors of Campylobacter jejuni PglD acetyltransferase. purified PglD enzyme, DTNB colorimetric CoA detection. inhibition, % at 12.5 µM. 360,000 compounds, 0.098% hits. AID 602405; in the data active means inhibition above about 16%, passing the limit was not always enough; inconclusive means no clear call, values can overlap the other calls; further: strong numbers were not always called active
FN deposit inh – fibronectin deposition inhibition; AH1F fibroblasts, Alexa488-fibronectin deposition fluorescence, overnight; inhibition, % at 12.6 µM; 350,000 compounds, 0.086% hits;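 active means mean inhibition across replicates of 30% or more, regardless of how many single replicates reach that level; inconclusive means mean under 30% yet at least half of replicates reach 30%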;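 further: positive control wells lacked labelled fibronectin entirely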
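Measured by – fluorescence 485/525 nm · System – AH1F fibroblast monolayer, labelled fibronectin deposition · Amount – 10000 cells per well · Buffer or medium – serum-reduced DMEM (2% serum) · Doses – single dose, pinned · Also added – fluorescent fibronectin at 24 nM final · Schedule – 1 h cell attachment, overnight exposure to compound and label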
PGC1a acetyl inh – PGC1a acetylation modulation, inhibitor mode | 350,000 compounds, 0.17% hits | inhibition, % at 15.6 µM | U2OS PGC1a acetylation, AlphaScreen anti-acetyl-lysine; with virally co-expressed GCN5 acetyltransferase | AID 651687;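 active means every replicate shows inhibition of at least 40%; inconclusive means mean inhibition at least 40% but some replicate below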;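 further: 0% = neutral control wells and 100% = positive control wells; some results beyond the cut were filed as inactive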
An asterisk follows results filed as active; ? = inconclusive; / = no result given.

1: Cc1cc(C)c(C)c(S(=O)(=O)N2CCN(C(=S)NCC3CCCO3)CC2)c1C (centres undefined)
2: C[C@@H]1CCCCO[C@@H](CN(C)S(=O)(=O)c2ccccc2)[C@@H](C)CN([C@H](C)CO)C(=O)c2cc(NC(=O)c3ccncc3)ccc2O1
3: COc1ccccc1Nc1ncccc1C(=O)O
4: O=C(CN1CCN(c2ccc([N+](=O)[O-])cc2)CC1)Nc1nccs1
5: COc1cc2cccc(OC)c(=O)c2c(O)c1OC
6: CC(C)C#Cc1ccc([C@H]2[C@@H](CO)N3CCCCN(C(=O)Nc4ccccc4)C[C@@H]23)cc1
7: Cc1ccc(CNC(=O)C2CCN(S(=O)(=O)c3cccs3)CC2)cc1
8: COc1ccc(C(=O)Nc2c3c(nn2C(C)(C)C)CS(=O)(=O)C3)cc1OC
9: Cc1ccc(NC(=O)Cn2ccc([N+](=O)[O-])n2)cc1Cl
10: CCOC(=O)Cn1nc(C)c(NC(=O)COc2ccc([N+](=O)[O-])cc2)c1C

Assay by compound | 1 | 2 | 3 | 4 | 5 | 6 | 7 | 8 | 9 | 10
LGR2 inh | 22 | 10 | / | 15 | 7 | 31 | -16 | 1 | -9 | 9
PglD DTNB | / | 0 | -3 | -1 | 1 | 2 | -5 | 2 | -4 | /
PAX8 inh HTS | -10 | -3 | -3 | 21 | -60 | 14 | -8 | 20 | -10 | -8
FN deposit inh | -11 | 3 | -10 | 5 | 2 | / | 2 | 9 | 0 | -11
EWS-Fli block | -3 | -2 | / | / | -52 | 5 | -3 | -1 | 3 | 2
ERAP1 inh | 2 | -1 | / | / | 2 | 5 | 2 | 0 | 0 | 1
PGC1a acetyl inh | -10 | 8 | -5 | -15 | 1 | 25 | 3 | / | / | 7
S100A4 MyoIIA | -1 | -5 | / | / | -7 | -61 | -3 | -3 | 6 | 20

11: COc1cccc(N(CC(=O)NCCN2CCOCC2)S(=O)(=O)c2ccccc2)c1
12: Cc1cccc(-c2cc3nc(C)cc(=O)n3[nH]2)c1
13: CCCCC[C@@H]1C=C(C(=O)O)[C@H](c2ccc(C)cc2)N1S(=O)(=O)c1ccc(C)cc1
14: COC(=O)c1ccc(CNC(=O)COC(=O)CCN2C(=O)C3CC=CCC3C2=O)cc1 (centres undefined)
15: Cc1nc2ccc([N+](=O)[O-])cc2c(=O)n1Cc1ccc(Cl)cc1
16: Cc1ccc(S(=O)(=O)c2cc3c(=O)n4ccccc4nc3n(C)c2=N)cc1
17: Cc1[nH]n(C)c(=O)c1N=Nc1ccc(S(C)(=O)=O)cc1
18: COc1ccc(CCNS(=O)(=O)c2cc3c4c(c2)CC(=O)N4CCC3)cc1
19: CCOC(=O)c1c(-c2ccco2)csc1NC(=O)CSc1nnc(N)s1
20: Cc1ccc(NC(=O)C(c2ccc(Cl)cc2)N2CCOCC2)cc1 (centres undefined)

Assay by compound | 11 | 12 | 13 | 14 | 15 | 16 | 17 | 18 | 19 | 20
LGR2 inh | 8 | -36 | 0 | 3 | -1 | -13 | 2 | 13 | 1 | 21
PglD DTNB | 2 | 0 | -1 | / | -8 | 3 | -10 | 0 | -3 | /
PAX8 inh HTS | -16 | -29 | -11 | -2 | 1 | / | -5 | -4 | / | -1
FN deposit inh | 3 | -1 | 4 | -1 | -3 | -11 | 6 | -2 | / | 14
EWS-Fli block | -5 | -91 | 3 | 6 | 16 | / | -17 | -1 | 35 | 4
ERAP1 inh | -2 | 6 | 0 | -1 | -4 | / | / | 1 | 0 | -1
PGC1a acetyl inh | / | / | 8 | 14 | -11 | -16 | 5 | -2 | 2 | /
S100A4 MyoIIA | -5 | 1 | 35 | 1 | -4 | / | -14 | -2 | -2 | 2

21: O=C(c1ccc(F)cc1)N(c1ccccn1)C1CCCCC1
22: COc1cc(CNC2CCCCCCC2)cc(Cl)c1OC
23: COc1ccccc1CN(C)C(=O)c1ccc2c(c1)NC(=O)CS2
24: O=c1c2ccccc2sn1-c1ccc(Cl)cc1Cl
25: CCSc1nnc(N(CCC(=O)O)CCC(=O)O)s1
26: COc1ccc(C(=O)NCCn2ccc3ccccc32)cc1OC
27: COc1ccc(CN2C(=O)NC3(CCCc4ccccc43)C2=O)cc1F (centres undefined)
28: O=C(C[C@@H]1C/C=C\C[C@@H](Cc2ccc(F)cc2)C(=O)OC[C@H]2CCCN2C1=O)NCCO
29: O=C1c2ccc(Br)cc2C(=O)N1c1ccc(Cl)cn1
30: COc1ccc2cc(C3(C)NC(=O)N(CC(=O)N4CCCCC4)C3=O)ccc2c1 (centres undefined)

Assay by compound | 21 | 22 | 23 | 24 | 25 | 26 | 27 | 28 | 29 | 30
LGR2 inh | 36 | 22 | / | -9 | / | -11 | -7 | 2 | 6 | 9
PglD DTNB | 5 | 0 | -2 | -1 | -2 | 3 | -9 | 5 | -2 | 0
PAX8 inh HTS | 7 | 29 | -13 | -20 | 3 | -23 | 27 | 3 | 3 | -7
FN deposit inh | 4 | 1 | 4 | -3 | 4 | 1 | -3 | 11 | 6 | 0
EWS-Fli block | 3 | 6 | / | 0 | / | -10 | -3 | -3 | 10 | 1
ERAP1 inh | 4 | -1 | / | 81* | / | 1 | 2 | -2 | 3 | 1
PGC1a acetyl inh | 12 | / | 5 | / | 5 | 9 | 5 | / | 8 | -8
S100A4 MyoIIA | 0 | -17 | / | -3 | / | -16 | 0 | -8 | 5 | 1

An excerpt of these results, as labelled records:
25	CCSc1nnc(N(CCC(=O)O)CCC(=O)O)s1
  LGR2 inh: / | PglD DTNB: -2 | PAX8 inh HTS: 3 | FN deposit inh: 4 | EWS-Fli block: / | ERAP1 inh: / | PGC1a acetyl inh: 5 | S100A4 MyoIIA: /

30	COc1ccc2cc(C3(C)NC(=O)N(CC(=O)N4CCCCC4)C3=O)ccc2c1 (centres undefined)
  LGR2 inh: 9 | PglD DTNB: 0 | PAX8 inh HTS: -7 | FN deposit inh: 0 | EWS-Fli block: 1 | ERAP1 inh: 1 | PGC1a acetyl inh: -8 | S100A4 MyoIIA: 1

(continued)
31: CO/N=C(/CN1CCCCC1)c1ccc(Cl)cc1
32: CCSc1nnc(CNc2ccc(C)cc2)n1C
33: CCOC(=O)C1(CCc2ccccc2)CCN(Cc2cccc3nccnc23)CC1
34: CCOc1ccc(-c2cc(C(=O)Nc3ccc(C)c(NS(C)(=O)=O)c3)[nH]n2)c(C)c1
35: CC(=O)Nc1cc(-c2cccc(C(=O)N(C)C)c2)cn2c(-c3cccc(C(=O)N(C)C)c3)cnc12
36: Cn1cc(Br)c(-c2cccc(N3C(=O)CCCC3=O)c2)n1
37: COCCNC(=O)C1(C(F)(F)F)CC(CCCO)CCCO1 (centres undefined)
38: CCC(=O)Nc1ccc2c(c1)OC[C@H](C)N(Cc1cccnc1)C[C@@H](C)[C@@H](OC)CN(C)C2=O
39: Cc1ccc(NC(=O)CCCN2C(=O)NC(C)(C)C2=O)cc1
40: O=C(/C=C/c1ccco1)N1CCN(C/C=C/c2ccccc2)CC1

Assay by compound | 31 | 32 | 33 | 34 | 35 | 36 | 37 | 38 | 39 | 40
LGR2 inh | 7 | -28 | 47 | 12 | 8 | 2 | 7 | 4 | 1 | /
PglD DTNB | -2 | 4 | / | -2 | 5 | / | 6 | -1 | 1 | /
PAX8 inh HTS | -14 | -13 | 4 | 19 | -1 | 6 | -24 | 3 | 1 | 16
FN deposit inh | 23 | 1 | -5 | -1 | -4 | 2 | 12 | -4 | 9 | -3
EWS-Fli block | 4 | 6 | 11 | -3 | 6 | 1 | -5 | 0 | -8 | 2
ERAP1 inh | -2 | -1 | 0 | 0 | 1 | -3 | / | -4 | 1 | 1
PGC1a acetyl inh | / | -16 | / | 9 | 6 | 5 | / | 5 | 10 | /
S100A4 MyoIIA | 1 | -3 | -5 | -2 | -2 | 0 | 2 | 8 | -2 | -2

Only PAX8 inh HTS and EWS-Fli block, for some of the entries so far:
no.	SMILES	PAX8 inh HTS	EWS-Fli block
30	COc1ccc2cc(C3(C)NC(=O)N(CC(=O)N4CCCCC4)C3=O)ccc2c1 (centres undefined)	-7	1
31	CO/N=C(/CN1CCCCC1)c1ccc(Cl)cc1	-14	4
32	CCSc1nnc(CNc2ccc(C)cc2)n1C	-13	6
33	CCOC(=O)C1(CCc2ccccc2)CCN(Cc2cccc3nccnc23)CC1	4	11

Next part:
41: O=S(=O)(O)c1nc2ccccc2[nH]1
42: Cc1ccc(C)c(S(=O)(=O)n2cnc3ccccc32)c1
43: CN(C)c1ccc(-c2ccnc3c2CC(C)(C(=O)NCC2CC2)O3)cc1 (centres undefined)
44: Cc1cc(N2CCN(C(=O)OC(C)(C)C)C[C@H]2C)ccc1N1CCS(=O)(=O)CC1
45: C[C@@H]1CN([C@H](C)CO)S(=O)(=O)c2ccc(C3=CCCC3)cc2O[C@H]1CN(C)CC1CCOCC1
46: O=C(NCc1nc(-c2ccc(C(F)(F)F)cc2)no1)Nc1ccc(OC(F)(F)F)cc1
47: O=C(O)c1ccc(-c2nnc(-c3ccc([N+](=O)[O-])cc3)o2)cc1
48: CC(C)(C)[C@H]1COC(=O)[C@@H](Cc2ccc(F)cc2)C/C=C\C[C@@H](CC(=O)N[C@H](CO)Cc2ccccc2)C(=O)N1
49: CCCN1C2CCCC1CC(NC(=O)c1ccccc1Br)C2 (centres undefined)
50: CC(C)C#Cc1ccc([C@@H]2[C@@H](CO)N3CCCCN(C(=O)Nc4ccccc4)C[C@H]23)cc1

Assay by compound | 41 | 42 | 43 | 44 | 45 | 46 | 47 | 48 | 49 | 50
LGR2 inh | 0 | 5 | -4 | 2 | -1 | -1 | -1 | 14 | 21 | 10
PglD DTNB | -2 | -1 | 0 | / | 3 | -3 | 1 | 5 | -8 | -2
PAX8 inh HTS | 6 | / | 10 | -16 | 4 | 7 | -10 | -6 | 9 | 4
FN deposit inh | 8 | 1 | 35* | -17 | / | -1 | -18 | 8 | -5 | /
EWS-Fli block | 0 | / | 16 | 18 | 18 | 13 | -12 | 2 | 10 | 11
ERAP1 inh | -4 | 0 | -5 | -3 | 2 | -4 | -5 | -2 | 1 | 7
PGC1a acetyl inh | 14 | -13 | / | / | -26 | 10 | 10 | / | -5 | 2
S100A4 MyoIIA | -15 | 0 | -2 | -2 | 10 | 1 | -3 | 1 | -5 | 1

51: COCCN(C(=O)CCC(=O)Nc1cc(C)on1)C(C(=O)NC1CCCC1)c1ccccc1C (centres undefined)
52: O=C(O)c1ccc(N/C(=N\S(=O)(=O)c2ccc(Cl)cc2)c2ccccc2)cc1
53: C[C@H](CO)N1C[C@H](C)[C@H](CN(C)Cc2ccc(-c3ccccc3)cc2)Oc2ccc(NC(=O)c3ccncc3)cc2CC1=O
54: O=C(C[C@@H]1CC[C@H]2[C@@H](COC[C@H](O)CN2CC2CCCCC2)O1)NCC1CC1
55: O=C(COc1ccc(F)cc1)Nc1nccs1
56: CCC(=O)N(C)C[C@H]1Oc2cc(C#CCC(C)C)ccc2S(=O)(=O)N([C@H](C)CO)C[C@@H]1C

Assay by compound | 51 | 52 | 53 | 54 | 55 | 56
LGR2 inh | 29 | -2 | 5 | -2 | -32 | ?
PglD DTNB | / | -3 | -1 | -2 | 3 | -1
PAX8 inh HTS | 1 | -7 | -25 | 6 | -139 | /
FN deposit inh | -13 | 4 | / | -9 | -5 | 7
EWS-Fli block | 17 | 5 | -11 | 3 | -105 | -21
ERAP1 inh | -4 | -6 | 1 | -1 | 4 | -1
PGC1a acetyl inh | -5 | 9 | -1 | -7 | 1 | 1
S100A4 MyoIIA | -3 | -1 | 8 | 20 | -7 | -2
